GluA2 TARP mod – modulators of AMPA receptor GluA2-stargazin complexes; O88602+P19491; calls only at 30 µM; HEK293 GluA2+stargazin, membrane potential dye (FDSS), glutamate EC50; hits were called plate by plate, in both directions; 40,000 compounds, 3.5% hits; AID 1259245;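 active means any of four per-well response measures lying three or more SD from its plate-wide compound average, in either direction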
Target sequence (O88602 whole entry, looked up): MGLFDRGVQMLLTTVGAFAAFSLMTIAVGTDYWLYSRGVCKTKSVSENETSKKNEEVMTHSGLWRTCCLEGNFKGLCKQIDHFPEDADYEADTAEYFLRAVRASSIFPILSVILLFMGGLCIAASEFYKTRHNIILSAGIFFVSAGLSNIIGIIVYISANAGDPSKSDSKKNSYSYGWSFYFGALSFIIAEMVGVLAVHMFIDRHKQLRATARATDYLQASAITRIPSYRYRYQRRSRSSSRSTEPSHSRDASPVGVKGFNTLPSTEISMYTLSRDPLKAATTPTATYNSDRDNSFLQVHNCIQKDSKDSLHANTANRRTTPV
Target sequence (P19491 whole entry, looked up): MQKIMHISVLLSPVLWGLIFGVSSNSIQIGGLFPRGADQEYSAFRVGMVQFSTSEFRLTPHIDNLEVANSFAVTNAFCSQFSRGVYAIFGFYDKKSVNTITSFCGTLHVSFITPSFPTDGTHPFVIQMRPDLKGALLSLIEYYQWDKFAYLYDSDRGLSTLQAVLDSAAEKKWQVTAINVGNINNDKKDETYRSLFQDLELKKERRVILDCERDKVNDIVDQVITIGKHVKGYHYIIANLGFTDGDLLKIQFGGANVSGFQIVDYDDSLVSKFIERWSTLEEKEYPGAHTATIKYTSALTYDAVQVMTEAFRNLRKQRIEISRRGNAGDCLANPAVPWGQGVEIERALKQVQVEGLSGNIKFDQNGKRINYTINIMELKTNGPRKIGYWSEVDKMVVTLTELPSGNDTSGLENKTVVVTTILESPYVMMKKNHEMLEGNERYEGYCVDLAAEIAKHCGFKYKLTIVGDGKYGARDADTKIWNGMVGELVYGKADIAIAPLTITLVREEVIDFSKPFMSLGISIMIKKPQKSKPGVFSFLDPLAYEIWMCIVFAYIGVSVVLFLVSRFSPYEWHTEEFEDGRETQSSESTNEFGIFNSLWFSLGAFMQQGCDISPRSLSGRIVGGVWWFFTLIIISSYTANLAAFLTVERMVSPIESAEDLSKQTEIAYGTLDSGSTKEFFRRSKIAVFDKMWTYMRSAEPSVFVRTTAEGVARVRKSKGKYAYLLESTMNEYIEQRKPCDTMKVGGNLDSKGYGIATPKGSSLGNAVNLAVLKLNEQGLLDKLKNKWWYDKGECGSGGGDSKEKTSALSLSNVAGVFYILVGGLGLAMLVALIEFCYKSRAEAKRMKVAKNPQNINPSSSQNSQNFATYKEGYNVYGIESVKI
GluA2 TARP mod agonism max-min – further read-out of GluA2 TARP mod, marked with its call; compound max-min signal; compound-alone response (agonism);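 unitless range of fluorescence divided by baseline over first 100 seconds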
GluA2 TARP mod glutamate slope – recorded beside GluA2 TARP mod, whose call it bears; glutamate slope, % of max; measured here: glutamate response slope, % max;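 scaled per plate between vehicle wells and maximal 1 mM glutamate control wells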
Starred values were filed as active, the others as inactive; i = inactive; + = active, no number. Only part of the results is shown. The share of hits here may be higher or lower than overall.

SMILES	GluA2 TARP mod	GluA2 TARP mod agonism max-min	GluA2 TARP mod glutamate slope
CC(=O)Nc1sc2c(c1-c1nc3ccccc3s1)CCCC2	i	0.0976	57.4
C=CCNC(=O)CCc1csc(NC(=O)c2ccc[nH]c2=O)n1	i	0.2	48.2
CC(C)n1ccc(-c2nnc(NC(=O)CCSc3ccc(F)cc3)o2)n1	i	0.0521	43.4
O=S(=O)(NC(=S)c1ccccc1)c1ccc(F)cc1	i	0.0755	21.9
NC(=O)C1CCN(C(=O)c2ccc(=O)n(Cc3ccc(F)cc3)n2)CC1	i	0.0658	52.7
O=C1C2CCCCC2C(=O)N1c1ccc(S(=O)(=O)N2CCOCC2)cc1 (centres undefined)	i	0.0637	48.3
CCCN(CCC)S(=O)(=O)c1cc2c3c(c1)CCN3C(=O)CC2	i	0.0737	52.6
O=C(NCCOc1ccccc1)c1cc(Cl)ccc1[N+](=O)[O-]	i	0.0448	53.0
CN1CCC(CNS(=O)(=O)c2ccc(C(C)(C)C)cc2)CC1	i	0.0475	64.2
Cc1ccc(-c2nnc(NC(=O)CCc3ccccc3)o2)cc1C	i	0.0355	50.3
Cc1ccc(N(C)S(=O)(=O)c2cc(N(C)S(=O)(=O)c3ccccc3)c(C)cc2C)cc1	i	0.147	79.6
COc1ccc(OCC(=O)Nn2cnc3c(cnn3C(C)(C)C)c2=O)cc1	i	0.0302	46.6
COc1coc(C(=O)Nc2ccc(-c3nc4ccc(C)cc4s3)cc2)cc1=O	i	0.174	57.1
O=C(Nc1ccc(F)c(Cl)c1)N1CCN(c2cc(-n3cccn3)ncn2)CC1	i	0.105	58.2
Cc1nc2ccccn2c(=O)c1NC(=O)COc1ccc(C(=O)c2ccccc2)cc1	i	0.0825	59.7
Cc1cc(C)c(NC(=O)CSc2nccn3nc(-c4ccccc4)cc23)c(C)c1	i	0.127	36.0
CCCS(=O)(=O)Nc1ccc(-c2ccc(=O)n(C)n2)cc1	i	0.0477	50.7
CCSc1nc(-c2ccccc2)c(NC(=O)C(C)Oc2ccccc2)s1 (centres undefined)	i	0.0667	49.8
CCOC(=O)c1c(NC(=O)c2ccn(C)n2)sc(C)c1C	i	0.0997	43.7
CCCC(=O)Nc1ccc(S(=O)(=O)Nc2ccc3c(c2)N(C(=O)c2ccccc2)CCC3)cc1	i	0.0984	56.0
CSc1cccc(NC(=O)Cn2cc(-c3nc(-c4cccs4)no3)ccc2=O)c1	i	0.132	54.9
Cc1nnsc1C(=O)Nc1ccc2c(c1)N(C(=O)c1ccco1)CC2	+	0.25*	49.5*
COc1ccc(OC)c(S(=O)(=O)Nc2ccc(OC)c(N3CCCC3=O)c2)c1	i	0.0948	48.0
O=S(=O)(NCC1(O)CCCC1)c1c(F)cccc1F	i	0.0924	68.2
CCOC(=O)Cn1c(=O)c2c(nc3n2CCCN3C2CCCCC2)n(C)c1=O	i	0.0716	29.8
CC1(C)CCC2CC1(C)CN2C(=O)NC(=O)c1ccccc1 (centres undefined)	i	0.0442	50.4
CCCC(=O)N1CCN(c2ccc(-c3ccccc3OC)nn2)CC1	i	0.0344	25.8
CCN(Cc1ccccc1)S(=O)(=O)c1cc(N2C(=O)CCS2(=O)=O)ccc1OC	i	0.0869	61.6
CSc1ncccc1C(=O)N1CCC(CNC(=O)C(=O)NC2CC2)CC1	i	0.115	60.6
CCOC(=O)Cn1c(C2CC(=O)N(c3ccccc3Br)C2)nc2ccccc21 (centres undefined)	i	0.0505	60.4
CCOC(=O)c1sc(NC(=O)c2ccn(C(C)C)n2)c(C(=O)OCC)c1C	i	0.0903	71.3
COc1ccc(CN(CC(=O)Nc2ccccc2)S(=O)(=O)c2cccnc2)cc1	i	0.135	41.1
CNC(=O)Cn1nnn(-c2ccc(NC(=O)c3snnc3C)cc2)c1=O	i	0.176	62.8
O=c1oc2ccc(Br)cc2cc1S(=O)(=O)c1ccccc1F	i	0.0956	61.0
COc1ccc(S(=O)(=O)Nc2nc(C)c(C(=O)NCc3cccc(OC)c3)s2)cc1	i	0.064	36.8
C=CCN1CC(c2nc3ccccc3n2Cc2c(F)cccc2Cl)CC1=O (centres undefined)	i	0.155	46.6
COc1ccccc1NC(=O)CSc1ccc(NC(=O)c2cccs2)nn1	i	0.0871	53.1
CCCOc1ccc(C(=O)CCNc2ccc(F)cc2)cc1	i	0.0653	37.6
COc1ccc(S(=O)(=O)NCC(c2cccn2C)N2CCOCC2)cc1Cl (centres undefined)	i	0.0953	56.4
Cn1nc(NC(=O)c2ccccc2C(F)(F)F)c2c1NC(=O)CC2c1ccco1 (centres undefined)	i	0.106	61.0

Ordered by value in GluA2 TARP mod glutamate slope (low to high): some entries from above
SMILES	GluA2 TARP mod	GluA2 TARP mod agonism max-min	GluA2 TARP mod glutamate slope
COc1ccc(S(=O)(=O)Nc2nc(C)c(C(=O)NCc3cccc(OC)c3)s2)cc1	i	0.064	36.8
CCCOc1ccc(C(=O)CCNc2ccc(F)cc2)cc1	i	0.0653	37.6
CC1(C)CCC2CC1(C)CN2C(=O)NC(=O)c1ccccc1 (centres undefined)	i	0.0442	50.4
CCN(Cc1ccccc1)S(=O)(=O)c1cc(N2C(=O)CCS2(=O)=O)ccc1OC	i	0.0869	61.6
CNC(=O)Cn1nnn(-c2ccc(NC(=O)c3snnc3C)cc2)c1=O	i	0.176	62.8

Compound profiles (already shown). Screens in order: GluA2 TARP mod	GluA2 TARP mod agonism max-min	GluA2 TARP mod glutamate slope
CCN(Cc1ccccc1)S(=O)(=O)c1cc(N2C(=O)CCS2(=O)=O)ccc1OC in the list: i	0.0869	61.6
Cc1nnsc1C(=O)Nc1ccc2c(c1)N(C(=O)c1ccco1)CC2 in the list: +	0.25*	49.5*
CCOC(=O)Cn1c(=O)c2c(nc3n2CCCN3C2CCCCC2)n(C)c1=O in the list: i	0.0716	29.8

Back to the main list, repeating the 2 entries before the break.
SMILES	GluA2 TARP mod	GluA2 TARP mod agonism max-min	GluA2 TARP mod glutamate slope
COc1ccc(S(=O)(=O)NCC(c2cccn2C)N2CCOCC2)cc1Cl (centres undefined)	i	0.0953	56.4
Cn1nc(NC(=O)c2ccccc2C(F)(F)F)c2c1NC(=O)CC2c1ccco1 (centres undefined)	i	0.106	61.0
CCCCC(=O)Nc1sc2c(c1-c1nc3ccccc3s1)CCN(C(=O)OCC)C2	i	0.0543	39.9
COCCNc1oc(-c2ccccc2F)nc1S(=O)(=O)c1ccccc1	i	0.112	56.8
O=C(Nc1ccc2sccc2c1)c1ccno1	+	0.121*	10.8*
O=C(Nc1ccc(SCC(=O)N2CCN(c3ccccc3)CC2)nn1)c1cccs1	i	0.11	41.9
CC1CCCC(C)N1C(=O)c1cc2cccnc2n(Cc2ccccc2)c1=O (centres undefined)	i	0.0243	53.1
CC1=CC(=C(C#N)C#N)C=C(C)O1	i	0.145	49.6
COc1cc(/C=C2/SC(=S)N(c3ccc(C)c(C)c3)C2=O)ccc1O	i	0.0673	46.7
CCOC(=O)CC1C(=O)NCCN1C/C=C\c1ccccc1OC (centres undefined)	i	0.0377	57.6
O=C(CN1CCCCC1)Nc1cccc(Br)c1	i	0.0496	19.0
Cn1cccc(C(=O)NCCn2nc(-c3cccs3)n(C)c2=O)c1=O	i	0.127	89.0
O=C(NCCN1CCOC(c2ccccc2)C1)c1ccccc1 (centres undefined)	i	0.0737	49.2
Cc1ccc([N+](=O)[O-])cc1NC(=O)C(=O)NCCN1CCOCC1	i	0.157	63.3
O=C(Nc1c2c(nn1-c1ccc(F)cc1)CSC2)C(=O)N1CCCCCC1	+	0.071*	43.4*
COc1ccc(OC)c(-c2ccc(=O)n(CCNC(=O)Nc3ccccc3OC)n2)c1	i	0.0587	47.1
Cc1ccc(C)c(OCC(=O)Nc2ccc(S(=O)(=O)Nc3nc(C)cc(C)n3)cc2)c1	i	0.0362	46.0
Cc1ccc(-c2nnc(NC(=O)COc3ccccc3)o2)cc1C	i	0.0411	61.4
CCc1ccc(S(=O)(=O)Nc2ccc(-c3cn4nc(OC)ccc4n3)cc2)s1	i	0.0786	55.0
O=C(Cc1csc(NC(=O)C2CCC(=O)N2)n1)NCc1ccc(F)cc1 (centres undefined)	i	0.0741	39.7
CCOc1ccc(NC(=O)c2ccc(S(=O)(=O)c3ccccc3)nc2)cc1	i	0.058	24.2
COc1cccc(C(=O)Nc2cccc(N3CCCC3=O)c2)c1	i	0.11	50.9
O=C(/C=C1\SC(=O)N(CC(=O)Nc2ccccc2)C1=O)Nc1ccc(Cl)cc1	i	0.046	48.1
COc1ccc(N2C(=O)C3N=NN(CC(=O)Nc4ccccc4C)C3C2=O)cc1OC (centres undefined)	i	0.0924	63.9
COc1ccc(CNC(=O)Cn2cc(-c3nc(-c4ccccc4C)no3)c(=O)c3ccc(C)nc32)cc1	i	0.0382	34.5
CCCCOC(=O)Nc1nc2ccc(OC)cc2s1	i	0.0735	72.1
Cn1c(=O)c2c(SCC(=O)N3CCC(Cc4ccccc4)CC3)ccnc2n(C)c1=O	i	0.124	46.6
CCN1CCN(S(=O)(=O)CCNC(=O)c2cc3ccccc3o2)CC1	i	0.0345	48.7
O=C(/C=C/c1ccsc1)N1CCC(c2ccsc2)CC1	i	0.117	56.3
CC(C)N1CCc2c(sc(NC(=O)c3nc4ccccc4s3)c2-c2nc3ccccc3s2)C1	i	0.0963	63.2
COc1ccc(CNC(=O)Nc2c[nH]c3ccccc23)cc1	i	0.136	54.5
COc1cc(O)cc2oc(-c3ccccc3)cc(=O)c12	i	0.119	67.9
O=C(Cn1ccc2ccccc21)NCc1n[nH]c(=O)c2ccccc12	i	0.0977	55.2
CCOC(=O)Cn1c(=O)c2c(nc3n(-c4ccccc4CC)c(C)cn23)n(C)c1=O	i	0.0398	35.1
O=C(NCC(O)(c1ccccc1)C(F)(F)F)c1ccccc1C(F)(F)F (centres undefined)	i	0.113	51.4
COc1ccc(OCCCN2CCc3ccccc3C2)cc1	i	0.0343	32.7
O=C(Nc1nnc(-c2cccs2)o1)c1cccc(Oc2ccccc2)c1	i	0.0959	52.1
Cc1ccc(C)c(CN2C(=O)N(c3ccccc3)C3CS(=O)(=O)CC32)c1 (centres undefined)	i	0.023	48.6
Cc1cccc2sc(N(CCN3CCOCC3)C(=O)c3ccc([N+](=O)[O-])o3)nc12	+	0.103*	53.1*
COc1ccc(OC)c2sc(N(CCN3CCOCC3)C(=O)C3COc4ccccc4O3)nc12 (centres undefined)	i	0.191	68.1
CCn1nnc2c(SCC(=O)Nc3ccc(C(C)=O)cc3)ncnc21	i	0.0573	31.8
Cn1c(-c2cccs2)nn(CCNC(=O)C2CC2)c1=O	i	0.14	67.0
COc1ccc(NC(=O)Cn2c(=O)n(C(C)C)c(=O)c3nscc32)cc1OC	i	0.0975	61.8
COC(=O)c1ccc(NC(=O)c2ccc(N3CCCCS3(=O)=O)cc2)cc1	i	0.0837	55.1
COc1ccc(S(=O)(=O)Nc2ccc3c(c2)N(C(=O)C2CCCC2)CC3)cc1	i	0.0449	81.7
COc1ccc(Cl)cc1-n1c(N)c(C(=O)NC2CCCC2)sc1=S	i	0.138	60.8
CN(C)S(=O)(=O)N1CCN(c2ccccn2)CC1	i	0.0785	68.8
CNc1nn(CC(=O)N2CCN(c3ccccc3F)CC2)c(N)c1-c1nc(-c2ccc(C)cc2)no1	i	0.122	52.5
CCOc1ccc(NC(=O)C2CCCCC2C(=O)O)cc1 (centres undefined)	i	0.0264	55.9
COc1cc(NS(=O)(=O)c2ccc3c(c2)OCCO3)ccc1N1CCCC1=O	i	0.0551	58.4
COc1ccc(-c2noc(CSc3nc4ccccc4c(=O)n3Cc3ccco3)n2)cc1OC	+	0.11*	51.4*
CC1CCN(S(=O)(=O)c2ccc3nn(CC#N)c(=O)n3c2)CC1	i	0.0793	54.0
COc1ccc(-c2cc3ccc4c(c3oc2=O)CN(CC2CCCO2)CO4)c(OC)c1 (centres undefined)	i	0.0412	35.3
CC1(C)Cc2c(sc(NC(=O)c3cccs3)c2-c2nc3ccccc3s2)C(C)(C)N1	i	0.0994	34.8
COc1ccc2c(c1)c(/C=C1\Oc3cc(O)cc(C)c3C1=O)cn2C	+	0.239*	43.9*
CCOC(=O)CC1C(=O)NCCN1Cc1ccccc1C(F)(F)F (centres undefined)	i	0.0347	54.5
Cc1ccc(C)c(S(=O)(=O)N2CCN(c3ccc(C)c(C)c3)CC2)c1	i	0.0864	66.5
Cc1cc(C)c(S(=O)(=O)N2CCCC(C(=O)O)C2)c(C)c1 (centres undefined)	i	0.0588	60.0
CS(=O)(=O)c1ccc(NC(=O)c2cccc3ccccc23)cc1	i	0.0977	65.0
COc1ccccc1CCNC(=O)C(=O)Nc1ccc(C(N)=O)cc1	i	0.0568	51.1
COc1ccc(C)cc1NC(=O)N1CCN(c2ccc(Nc3ccccn3)nn2)CC1	i	0.222	54.1
COc1ccc(OC)c(COCC(O)CN2CCCCCC2)c1 (centres undefined)	i	0.086	59.4
More structures
SMILES	GluA2 TARP mod	GluA2 TARP mod agonism max-min	GluA2 TARP mod glutamate slope
COc1ccc2nc(N3CC(C(=O)Nc4nc5ccc(S(C)(=O)=O)cc5s4)C3)sc2c1	i	0.103	58.4
COc1cc(-c2nnc(NC(C)=O)o2)cc(OC)c1OC	i	0.168	68.8
CCOc1ccc(-c2ccc(=O)n(CCCC(=O)Nc3cc(Cl)ccc3Cl)n2)cc1	i	0.0225	56.5
O=C(C1=COCCO1)N(CC1CCCO1)c1nc2c(C(F)(F)F)cccc2s1 (centres undefined)	i	0.0879	58.2
CCOc1ccc(OCC)c(S(=O)(=O)N2CCOCC2)c1	i	0.0841	51.0
COc1ccc2nc(-c3ccc(C)c(NC(=O)Nc4cccs4)c3)cn2n1	i	0.0941	57.0
Cn1c2ccccc2c(=O)c2c(=O)n(Cc3ccco3)c(C3CCCCC3)nc21	i	0.108	34.2
O=C(/C=C/c1ccc2c(c1)OCO2)N1CCN(C(=O)c2cnn3ccccc23)CC1	i	0.0984	52.1
COc1cc(N2CCN(S(=O)(=O)c3ccc4c(c3)OCCO4)CC2)nc(OC)n1	i	0.126	58.7
CC(NC(=O)C(=O)NCc1ccc(OCc2ccccc2)cc1)c1ccccc1 (centres undefined)	i	0.123	47.9

Bioassay records as filed in PubChem.
